SR-BI uptake up: activators of SR-BI mediated HDL lipid uptake; activation, % at 12.5 µM; 320,000 compounds, 0.096% hits; AID 504775; CHO ldlA[mSR-BI] cells, DiI-HDL uptake fluorescence, 3 h; 100 = double the neutral-control signal;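 active = mean replicate activation of at least 60% and every replicate at or above 60%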;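 also: 0% = median plate neutral-control signal and 100% = twice that signal; values of inactives mirror those of a sister screen read the other way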
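System: CHO ldlA[mSR-BI] cells / Medium: HEPES-buffered (25 mM, pH 7.4) F12 plus 0.5% BSA / Probe or stimulus: labelled HDL, 10 µg/mL / Doses: single compound concentration, delivered by pin transfer / Schedule: 3 h, 37 °C / Measured by: DiI fluorescence, bottom read / Measure: cell-associated DiI fluorescence as measure of HDL uptake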
RTF Ca sens inh: cardiac RTF calcium desensitization. IANBD-labeled cardiac RTF, Ca2+ fluorescence. inhibition, % at 7.15 µM. 340,000 compounds, 0.12% hits. AID 493244;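 active = inhibition above the mean inhibition of all tested compounds plus 3 SD, cut at about 17% in these data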;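 also: assay run at fixed EC70 calcium of 1.6 mM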
Arrestin-AP2 inh: human beta-arrestin and AP2 interaction inhibition | inhibition, % at 10 µM | AID 504490 | FITC-arrestin peptide / GST-AP2 beads, flow cytometry; AP2 beta2 appendage carries R879A mutation | 340,000 compounds, 0.31% hits;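 active = inhibition above a set limit, near 3 SD of compounds lacking own fluorescence, cut at about 54% in these data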;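 also: plate controls were DMSO wells for no effect and 5 µM unlabelled arrestin peptide for full effect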
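Measured by: flow cytometry, FL1 (488/535 nm); Material: AP2 appendage R879A on GSH beads; Evaluation: percent response; Timing: pre-incubation 12 min, peptide binding 1 h, room temperature; Also added: 50 nM FITC-arrestin peptide; Medium: PBS with 0.05% Tween 20 and 0.1% BSA.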
DAGLB inhibitor: blocks human DAGLB lipase activity. AID 504411. HEK293T DAGLB membrane lysate, EnzChek fluorogenic substrate. inhibition, % at 5.17 µM. 340,000 compounds, 0.059% hits; in the data active = inhibition above about 34%;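 also: 0% = enzyme with vehicle and 100% = wells lacking enzyme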
NSD2 HMT inh: blocks human histone methyltransferase NSD2; 310,000 compounds, 0.54% hits; inhibition, % at 12.5 µM; O96028; NSD2 peptide methylation, AlphaScreen, 120 min; in the data active = inhibition above about 50%
C-LANA FP: KSHV C-LANA DNA binding inhibition; inhibition, % at 9 µM; 340,000 compounds, 0.078% hits; AID 504423; MBP-C-LANA/FAM-LBS DNA binding, fluorescence polarization;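 active = highest replicate inhibition at or above 60% at 9 µM, even if other replicates fall short; inactive = all replicates below 60% inhibition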;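 also: 0% = neutral control wells and 100% = 4 µM acridine orange control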
PvdQ acylase: blocks Pseudomonas aeruginosa PvdQ acylase activity | AID 488965 | purified PvdQ acylase, fluorescence plate reader | 340,000 compounds, 0.063% hits | inhibition, % at 10 µM; in the data active = inhibition above about 30%, passing the limit was not always enough;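 also: 0% = vehicle neutral wells and 100% = reference inhibitor wells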
SR-BI HDL uptake: blocks mouse SR-BI lipid uptake from DiI-HDL; Q61009; ldlA[mSR-BI] CHO cells, DiI-HDL uptake fluorescence, 3 h; inhibition, % at 12.5 µM; 320,000 compounds, 0.96% hits;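 active = mean replicate inhibition of at least 70% and a set share of replicates each scoring 70 or more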;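 also: 0% = median of neutral control wells and 100% = median of positive control wells; values of inactives mirror those of a sister screen read the other way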
Target sequence (Q61009 whole entry, looked up): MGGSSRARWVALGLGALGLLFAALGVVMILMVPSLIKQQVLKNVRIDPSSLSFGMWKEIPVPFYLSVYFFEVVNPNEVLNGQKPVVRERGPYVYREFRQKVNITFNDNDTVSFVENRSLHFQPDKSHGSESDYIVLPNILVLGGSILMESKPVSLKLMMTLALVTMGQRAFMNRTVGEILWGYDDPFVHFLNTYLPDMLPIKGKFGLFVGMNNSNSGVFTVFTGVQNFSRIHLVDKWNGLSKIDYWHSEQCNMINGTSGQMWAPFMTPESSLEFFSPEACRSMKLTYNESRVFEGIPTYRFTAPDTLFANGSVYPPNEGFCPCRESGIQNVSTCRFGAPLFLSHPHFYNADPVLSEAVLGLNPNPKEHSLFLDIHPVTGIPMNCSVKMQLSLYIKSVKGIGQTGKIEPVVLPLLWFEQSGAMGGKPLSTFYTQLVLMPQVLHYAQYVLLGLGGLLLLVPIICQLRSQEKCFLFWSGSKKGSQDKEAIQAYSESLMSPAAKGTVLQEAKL
PKA-R2B act: activates the human PKA-R2B holoenzyme complex. 340,000 compounds, 0.079% hits. PKA-R2B holoenzyme dissociation, Cy5-IP20 fluorescence polarization; R2B truncated from residue 108, S112A mutant; 0% DMSO only, 100% 113 µM cGMP. activation, % at 11.4 µM;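 active = activation above a cutoff set at the mean over all compounds plus 3 SD, cut at about 18% in these data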;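 also: higher means more holoenzyme dissociation and a rise in polarization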
Keap1 Nrf2 FP: inhibitors of human Keap1-Nrf2 protein-protein interaction; Q14145; Keap1 Kelch-Nrf2 peptide fluorescence polarization, 1536-well; inhibition, % at 9.4 µM; 340,000 compounds, 0.15% hits; in the data active = inhibition above about 12%;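 also: human Keap1 Kelch domain with fluorescein labeled Nrf2 9mer peptide probe; 0% = neutral control wells and 100% = peptide positive control; higher means more block of Keap1 binding to Nrf2 peptide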
* = called active by the depositor; / = not tested or not shown.

SMILES | SR-BI uptake up | RTF Ca sens inh | Arrestin-AP2 inh | DAGLB inhibitor | NSD2 HMT inh | C-LANA FP | PvdQ acylase | SR-BI HDL uptake | PKA-R2B act | Keap1 Nrf2 FP
COc1cc(/C=N/S(=O)(=O)CCc2ccccc2)ccc1O | -5 | -13 | 4 | 2 | 0 | -1.4 | -4 | 5 | -3 | 0
Cc1noc(C)c1C(=O)N1CCN(S(=O)(=O)c2cccc(Cl)c2Cl)CC1 | / | 1 | 13 | -3 | 0 | 0.3 | 7 | / | -5 | 1
Cn1ccnc1C(=O)c1ccc(Cl)c(S(=O)(=O)N2CCOCC2)c1 | / | 2 | 0 | 0 | -2 | -1.1 | -8 | / | -6 | -1
CCN(c1ccc(OC)cc1)S(=O)(=O)c1nnc(NC(=O)COc2ccc(F)cc2)s1 | 13 | -4 | -2 | 8 | 0 | -0.4 | -6 | -13 | 6 | 2
Cn1c2c(c(=O)[nH]c1=O)C(c1cccc(O)c1)C1=C(N2)c2ccccc2C1=O (configuration not stated) | -61 | 1 | 42 | 3 | / | -0.8 | -2 | 61 | -2 | -2
CC(C)Cn1c(N)c(C(=O)COC(=O)c2ccncc2)c(=O)n(C)c1=O | -11 | 0 | -6 | -6 | 3 | -0.9 | 8 | 11 | 1 | -9
O=C1CS/C(=N/N=C/c2ccccc2)N1c1ccc(O)cc1 | -14 | -7 | 1 | -3 | -9 | 2.6 | -11 | 14 | 12 | 2
CCN1CCN(CCCN(Cc2ccco2)C(=S)Nc2cccc(Cl)c2C)CC1 | -8 | 3 | -12 | 2 | 7 | -0.5 | -2 | 8 | -9 | -5
Nc1ccc2c(c1)-c1ccccc1S(=O)(=O)N2 | 31 | 2 | 50 | 11 | 7 | 8.6 | 2 | -31 | -8 | -2
COc1cccc(NC(=O)CN(C)C(=O)Cc2ccc3c(c2)CCC3)c1 | 3 | -4 | -3 | -3 | -1 | -0.2 | -14 | -3 | 1 | -5
CCN(CC)S(=O)(=O)c1ccc(/C=C/C(=O)OCC(=O)Nc2cccc3ccccc23)cc1 | -28 | -5 | 25 | 0 | -1 | -0.5 | -16 | 28 | -14 | -1
COc1ccc(/C=C/C(=O)NCCOc2ccc(C)cc2)cc1 | 19 | -3 | -13 | -4 | -2 | 0.6 | -11 | -19 | -11 | -1
Cc1ccc(N(Cc2ccccc2)C(=O)c2cc(S(=O)(=O)N3CCOCC3)ccc2C)cc1 | 8 | -12 | -4 | -4 | 0 | -0.5 | -10 | -8 | -7 | -1
Fc1ccccc1OCC1CCCN(Cc2nc(CC3CC3)no2)C1 (configuration not stated) | 15 | -2 | -11 | -8 | 4 | -1.8 | -13 | -15 | 4 | -5
Cc1cc(C)cc(NC(=S)Nc2cccc3cnccc23)c1 | -49 | 2 | -3 | -2 | 16 | -2.1 | -9 | 49 | 2 | 4
O=C(CN1CCN(C(=O)C2CCCO2)CC1)Nc1ccc(Cl)c(Cl)c1 (configuration not stated) | 29 | -6 | 7 | -1 | 0 | -0.4 | -15 | -29 | 1 | -2
CC(C)(C)c1ccc(/C=N/OCC(=O)NCc2ccccc2)cc1 | 10 | -9 | -7 | -8 | 3 | -3.1 | -12 | -10 | -4 | -2
CC(=O)c1c(C)[nH]c(C(=O)CN2C(=O)NC(C)(C)C2=O)c1C | 15 | -1 | 24 | 2 | 0 | -1.2 | -4 | -15 | -1 | -1
CC(=O)Nc1ccc(C2=NN(C)C(=NCc3ccccc3)SC2)cc1 | -9 | -28 | -35 | 1 | -5 | -0.2 | -10 | 9 | -3 | 0
COCCNC(=O)CN(CCc1ccccc1)S(=O)(=O)c1ccc(OC)cc1 | 26 | -5 | -1 | -2 | -1 | 0.4 | -10 | -26 | 3 | -3
O=c1/c(=C\c2cccc(O)c2)sc2nc(-c3ccccc3)c(-c3ccccc3)n12 | / | -21 | -6 | 2 | 6 | 0.4 | -19 | / | 1 | -5
C=CCSC1=N/C(=C\c2ccc(C)o2)C(=O)S1 | 0 | -15 | -2 | -5 | 2 | 0.9 | -3 | 0 | -4 | -4
CN(C)CCOc1ccc(-c2c(-c3ccsc3)sc3ccccc23)cc1 | -40 | 6 | 26 | -7 | / | 0.7 | -4 | 40 | -5 | -3
CCOC(=O)C1=C(C)NC(=O)NC1c1cn(-c2ccccc2)nc1-c1cccs1 (configuration not stated) | 32 | -3 | -6 | 1 | 1 | -1.6 | -8 | -32 | -7 | 0
CCn1c(C)c(CS(=O)(=O)c2ccccc2)[nH]c1=O | 12 | 12 | 23 | -2 | -7 | 0.4 | 11 | -12 | 1 | -6
Cc1ccc(CN(c2ccc(C(=O)Nc3cccnc3)cc2)S(C)(=O)=O)cc1 | 8 | -9 | -1 | -1 | 4 | 0.9 | -14 | -8 | -4 | 6

10 entries from above, with values under each structure:
Screens in order – SR-BI uptake up | RTF Ca sens inh | Arrestin-AP2 inh | DAGLB inhibitor | NSD2 HMT inh | C-LANA FP | PvdQ acylase | SR-BI HDL uptake | PKA-R2B act | Keap1 Nrf2 FP
> CC(C)(C)c1ccc(/C=N/OCC(=O)NCc2ccccc2)cc1
  10 | -9 | -7 | -8 | 3 | -3.1 | -12 | -10 | -4 | -2
> CC(=O)c1c(C)[nH]c(C(=O)CN2C(=O)NC(C)(C)C2=O)c1C
  15 | -1 | 24 | 2 | 0 | -1.2 | -4 | -15 | -1 | -1
> CC(=O)Nc1ccc(C2=NN(C)C(=NCc3ccccc3)SC2)cc1
  -9 | -28 | -35 | 1 | -5 | -0.2 | -10 | 9 | -3 | 0
> COCCNC(=O)CN(CCc1ccccc1)S(=O)(=O)c1ccc(OC)cc1
  26 | -5 | -1 | -2 | -1 | 0.4 | -10 | -26 | 3 | -3
> O=c1/c(=C\c2cccc(O)c2)sc2nc(-c3ccccc3)c(-c3ccccc3)n12
  / | -21 | -6 | 2 | 6 | 0.4 | -19 | / | 1 | -5
> C=CCSC1=N/C(=C\c2ccc(C)o2)C(=O)S1
  0 | -15 | -2 | -5 | 2 | 0.9 | -3 | 0 | -4 | -4
> CN(C)CCOc1ccc(-c2c(-c3ccsc3)sc3ccccc23)cc1
  -40 | 6 | 26 | -7 | / | 0.7 | -4 | 40 | -5 | -3
> CCOC(=O)C1=C(C)NC(=O)NC1c1cn(-c2ccccc2)nc1-c1cccs1 (configuration not stated)
  32 | -3 | -6 | 1 | 1 | -1.6 | -8 | -32 | -7 | 0
> CCn1c(C)c(CS(=O)(=O)c2ccccc2)[nH]c1=O
  12 | 12 | 23 | -2 | -7 | 0.4 | 11 | -12 | 1 | -6
> Cc1ccc(CN(c2ccc(C(=O)Nc3cccnc3)cc2)S(C)(=O)=O)cc1
  8 | -9 | -1 | -1 | 4 | 0.9 | -14 | -8 | -4 | 6

Screens as filed in PubChem BioAssay.
